HDAC3 inh: HDAC3 deacetylase inhibitors, primary screen, biochemical, fluorescence, cell-free homogeneous; recombinant HDAC3, fluorogenic peptide/trypsin coupled; inhibition, % at 8.3 µM; 320,000 tested, 0.15% active; AID 2718, 2010; in the data active = inhibition above about 26%, passing the limit was not always enough
Target sequence (O15379 whole entry, looked up): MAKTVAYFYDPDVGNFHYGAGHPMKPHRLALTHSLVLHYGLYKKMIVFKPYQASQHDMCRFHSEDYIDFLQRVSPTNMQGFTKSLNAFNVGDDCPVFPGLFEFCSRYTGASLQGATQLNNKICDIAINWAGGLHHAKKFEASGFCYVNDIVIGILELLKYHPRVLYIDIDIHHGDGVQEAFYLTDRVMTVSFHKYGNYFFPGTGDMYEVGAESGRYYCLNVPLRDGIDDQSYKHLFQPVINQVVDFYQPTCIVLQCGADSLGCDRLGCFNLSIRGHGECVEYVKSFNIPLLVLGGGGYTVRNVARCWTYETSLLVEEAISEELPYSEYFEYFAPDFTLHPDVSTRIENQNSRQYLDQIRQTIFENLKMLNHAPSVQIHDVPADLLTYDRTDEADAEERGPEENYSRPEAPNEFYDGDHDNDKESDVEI
TRPC6 act: mouse TRPC6 channel activators, primary screen, cell-based, HEK293, membrane potential dye | 310,000 tested, 0.13% active | AID 2550, 2010 | B-score at 10 µM | Short transient receptor potential channel 6 (Mus musculus), Q61143 | HEK293-TRPC6 membrane potential dye fluorescence; hits give high values;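 active = B-score of the integrated fluorescence ratio above library mean plus 3 SD, and starting fluorescence ratio within library mean plus 5 SD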;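 note: higher score means more depolarization so channel activation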
TMEM16A act: TMEM16A chloride channel activators or potentiators, primary screen, cell-based, HTS | Anoctamin-1 (Mus musculus), Q8BHY3 | HEK293 TMEM16A/YFP-H148Q/I152L, iodide quench fluorescence; hits give low values | B-score at 10 µM | 340,000 tested, 0.3% active;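 active = fluorescence-ratio B-score plate-corrected deviation score at least 3 library SD below zero, with starting fluorescence score within 5 deviations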;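 note: channel opened by trigger with iodide after compound preincubation; score built on the fluorescence ratio of max minus min over baseline; more negative score means more quench and so TMEM16A activation or potentiation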
RGS4 act: RGS4 potentiators or activators, primary screen, cell-based, HEK293 M3R inducible RGS4, calcium flux | B-score at 10 µM | carbachol calcium flux Fluo4; hits give low values | 310,000 tested, 0.92% active;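 active = B-score of the integrated calcium signal more than 4 SD below the library mean, with starting fluorescence not abnormally high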;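 note: negative B-score means reduced calcium response which marks RGS4 activation or potentiation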
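Detection: kinetic calcium fluorescence imaging with Fluo4-AM dye, 2 µM / Material: HEK293 cells with stable M3R and inducible RGS4 / Schedule: recording 10 s baseline at 1 Hz, 100 s post-agonist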
SKKanGAS inh: S. pyogenes SKKanGAS growth inhibitors in kanamycin, primary screen, streptokinase expression inhibitor project, SKKanGAS strain, BacTiter-Glo luminescence | 300,000 tested, 1.3% active | AID 1662, 2009 | inhibition, % at 7.5 µM | 6 h;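 active = mean replicate score, as percent of positive control median, at least 50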;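 note: strain carries kanamycin resistance gene driven by streptokinase promoter and grows in 40 µg/ml kanamycin; loss of luminescence reflects streptokinase promoter inhibition or plain growth inhibition; 0% = median of DMSO wells and 100% = positive control at its reference dose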
MrgX1 agonist: agonists of human MrgX1 receptor, primary screen, HEK293 cells, Fluo-4 calcium flux. 310,000 tested, 0.44% active. Fluo-4 calcium fluorescence, agonist mode; hits give high values. B-score at 10 µM;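 active = calcium response B-score plate-corrected fluorescence ratio at least 3 library SD, with starting fluorescence B-score inside 5 SD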
Target sequence (Q96LB2 whole entry, looked up): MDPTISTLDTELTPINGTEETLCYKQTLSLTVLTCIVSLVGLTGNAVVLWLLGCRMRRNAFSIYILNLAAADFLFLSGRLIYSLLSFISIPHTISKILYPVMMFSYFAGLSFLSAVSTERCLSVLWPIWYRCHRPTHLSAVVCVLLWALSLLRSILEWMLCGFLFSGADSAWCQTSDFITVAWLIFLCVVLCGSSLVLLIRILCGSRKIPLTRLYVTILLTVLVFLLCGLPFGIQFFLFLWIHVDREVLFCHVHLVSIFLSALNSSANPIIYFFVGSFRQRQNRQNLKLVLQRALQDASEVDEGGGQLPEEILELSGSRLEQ
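Assay system: MrgX1-expressing HEK293 cells / Amount: fifteen thousand cells per well / Doses: test compound in the initial addition of three / Timing: cells plated overnight, dye loaded 0.5 h 37 °C, 0.5 h room temperature / Technique: kinetic calcium dye fluorescence, Fluo-4 NW / Control set: positive and negative controls per plate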
TRPC6 inhibitor: mouse TRPC6 channel inhibitors, primary screen, cell-based, HEK293, membrane potential dye. Short transient receptor potential channel 6 (Mus musculus), Q61143. ACh-evoked depolarization; hits give low values. B-score at 10 µM. 310,000 tested, 1.1% active;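 active = B-score under library mean minus 3 SD, initial fluorescence not abnormally high, positive integrated signal ratio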;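 note: B-score derived from integrated fluorescence ratio over the kinetic read; more negative B-score means stronger inhibition of depolarization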
MrgX1 PAM: positive allosteric modulators of MrgX1, primary screen, HEK293 cells, Fluo-4 calcium flux. Mas-related G-protein coupled receptor member X1 (Homo sapiens), Q96LB2. FDSS; hits give high values. B-score at 10 µM. 310,000 tested, 0.63% active. AID 588675, 2011;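 active = plate-corrected calcium response at least 3 library SD above typical, normal starting fluorescence, not activating the receptor alone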;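 note: compound read alongside a low EC10 to EC30 dose of BAM8-22 agonist; peak minus trough fluorescence over baseline measured at the second addition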
RGS4 block: RGS4 inhibitors, primary screen, cell-based, HEK293 M3R inducible RGS4, calcium flux; Regulator of G-protein signaling 4 (Homo sapiens), P49798; Fluo-4 calcium flux; hits give high values; triggered by carbachol at its EC20; B-score at 10 µM; 310,000 tested, 0.45% active; AID 463165, 2010;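 active = B-score, a plate-corrected calcium signal, over three deviations above library mean, with baseline fluorescence within five deviations of library mean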;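 note: RGS4 expression induced by doxycycline in cells with stable M3 receptor; B-score is computed from the integrated fluorescence ratio over baseline after carbachol; higher B-score means a larger calcium signal and so more RGS4 inhibition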
Target sequence (P49798 whole entry, looked up): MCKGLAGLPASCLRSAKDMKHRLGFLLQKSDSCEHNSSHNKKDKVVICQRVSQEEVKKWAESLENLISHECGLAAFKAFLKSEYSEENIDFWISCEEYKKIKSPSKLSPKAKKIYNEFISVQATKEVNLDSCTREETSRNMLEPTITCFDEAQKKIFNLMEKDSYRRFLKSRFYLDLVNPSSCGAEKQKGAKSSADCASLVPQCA
MrgX1 antag: antagonists of human MrgX1 receptor, primary screen, HEK293 cells, Fluo-4 calcium flux; AID 588676, 2011; BAM8-22 antagonism; hits give low values; Mas-related G-protein coupled receptor member X1 (Homo sapiens), Q96LB2; 310,000 tested, 1.3% active; B-score at 10 µM;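 active = calcium-response B-score plate-corrected more than 3 library SD below zero, starting fluorescence within 5 deviations, no agonist response on first addition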;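 note: peak minus trough fluorescence over baseline after final BAM8-22 challenge near maximal dose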
ANO1 block: TMEM16A chloride channel inhibitors, primary screen, cell-based, HTS; HEK293 TMEM16A/YFP iodide influx fluorescence, ionomycin; Anoctamin-1 (Mus musculus), Q8BHY3; 310,000 tested, 1.2% active; normalized B-score (activity score, 25-100; higher = stronger inhibition) at 10 µM;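 active = ratio plate-corrected score three or more library SD toward inhibition, starting fluorescence score within five deviations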;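 note: score derived from kinetic fluorescence span divided by baseline fluorescence per well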
Starred values were filed as active, the others as inactive; i = inactive; . = no result given. Compounds as they come, and some 6.7% of all compounds hit somewhere here.

SMILES	HDAC3 inh	TRPC6 act	TMEM16A act	RGS4 act	SKKanGAS inh	MrgX1 agonist	TRPC6 inhibitor	MrgX1 PAM	RGS4 block	MrgX1 antag	ANO1 block
CCC(C)[C@H](NC(=O)N1CCCCCC1)C(=O)OC (stereo partly specified)	.	i	i	i	4.1	i	i	i	i	i	i
CC1=NN(c2cccc(F)c2)C(=O)/C1=C/c1ccc(N(C)C)cc1	5.3	i	i	i	5.6	i	i	i	i	i	i
CCOc1ccc(NC(=O)c2cccnc2SC)cc1	-5.5	i	i	i	6.4	i	i	i	i	i	i
O=C(O)CSCC(=O)NC1CCCc2ccccc21 (stereo unspecified)	-1.3	i	i	i	-7.4	i	i	i	i	i	i
CCN(CC(=O)NCc1ccc(Cl)cc1)C(=O)c1ccc2cc(OC)ccc2c1	-1.0	i	i	i	8.0	i	i	i	i	i	i
N#Cc1ccc(NC(=O)CN2C(=O)NC3(CCCC3)C2=O)cc1	1.0	i	i	i	0.7	i	i	i	i	i	i
Cc1c(C(=O)O)oc2ccc(S(=O)(=O)N3CC(C)CC(C)C3)cc12 (stereo unspecified)	1.3	i	i	i	.	i	i	i	i	i	i
CC1(C)CC(=O)C2=C(C1)NC(=O)NC2c1ccccc1Cl (stereo unspecified)	5.4	i	i	i	-2.1	i	i	i	i	i	i
CC(C)(C)C(=O)N1CCN(c2ccc(NC(=O)c3ccc4c(c3)OCCO4)cc2)CC1	-0.6	i	i	i	-1.1	i	i	i	i	i	i
Cc1cc(C(C)(C)C)cc(S(=O)(=O)Nc2ccc(O)c(C(=O)O)c2)c1C	0.2	i	i	i	0.7	i	i	i	i	i	i
Cc1ccccc1NC(=O)c1ccc(Cl)c(NC(=O)c2cccnc2)c1	4.5	i	.	i	-0.3	i	i	i	i	i	i
COC(=O)C(C)NC(=O)COc1ccc2ccccc2c1 (stereo unspecified)	2.5	i	i	i	-5.6	i	i	i	i	i	i
Cc1ccc(CNC(=O)c2cc(-c3ccccc3)nn2CC2CC(c3cccc([N+](=O)[O-])c3)=NO2)cc1 (stereo unspecified)	2.4	i	i	i	3.8	i	i	i	i	i	i
CCC(C)N(C(=O)COC(=O)CCc1c[nH]c2ccccc12)C1CCS(=O)(=O)C1 (stereo unspecified)	-0.8	i	i	i	-13.2	i	i	i	i	i	i
CCO[C@@H]1OC(C(=O)N2CCN(C)CC2)=C[C@H](c2ccc(C(F)(F)F)cc2)[C@H]1CCCO	-0.4	i	i	i	-0.5	i	i	i	i	i	i
CC1(C)CN(C(=S)Nc2ccc(F)cc2F)C1=O	2.5	i	.	i	-1.9	i	i	i	i	i	i
COc1ccccc1NC(=O)Cc1ccsc1	-3.7	i	i	i	1.0	i	i	i	i	i	i
O=C(CSc1nnc(CNC(=O)c2cccs2)o1)c1ccc(Cl)cc1	-6.2	i	i	i	-11.0	i	i	i	i	i	i
CCC(=O)N1CCc2cc(Br)cc(S(=O)(=O)N3CCCC(C(=O)O)C3)c21 (stereo unspecified)	4.0	i	i	i	1.3	i	i	i	i	i	i
N#C/C(=C\c1ccc[nH]1)C(=O)Nc1ccccc1Cl	-6.6	i	i	i	3.3	i	i	i	i	i	i
CC(=O)Nc1ccc(S(=O)(=O)Oc2cccc(/C=N/N=C3/NC(=O)C(CC(=O)O)S3)c2)cc1 (stereo unspecified)	6.8	i	i	i	1.4	i	i	i	i	i	i
CN(CC(=O)Nc1c(Cl)cccc1Cl)C(=O)c1sccc1-c1ccccc1	3.5	i	i	i	0.3	i	i	i	i	i	i
O=C(/C=C/c1ccccc1)Nc1ccc(NC(=O)c2cccs2)cc1	5.1	i	i	i	2.0	i	i	i	i	i	i
CCC(C)NC(=O)Nc1ccccc1F (stereo unspecified)	-4.7	i	i	i	1.3	i	i	i	i	i	i
S=C(NCCc1cccc(Cl)c1)NC1CCCCC1	1.8	i	i	i	23.8	i	i	i	i	i	i
O=C(/C=C/c1ccccc1)NC(NC(=S)Nc1ccc(C(=O)O)cc1)C(Cl)(Cl)Cl (stereo unspecified)	5.9	i	i	i	22.8	i	i	i	i	i	i
Cc1ccc(N2CC(C(=O)N3CCc4ccccc4C3)CC2=O)cc1 (stereo unspecified)	6.6	i	i	i	3.9	i	i	i	i	i	i
O=c1[nH]c2ccccc2cc1CN(Cc1cccnc1)S(=O)(=O)c1ccc(Cl)cc1	2.1	i	i	-7.8*	0.0	i	i	7.28*	i	i	i
Cc1ccc(C(=O)COC(=O)CCCC(=O)NC2CCCCC2)cc1[N+](=O)[O-]	1.4	i	i	i	-15.3	i	i	i	i	i	i
O=C(Cn1c(=O)oc2ccccc21)NCCc1ccccc1Cl	-2.7	i	i	i	1.8	i	i	i	i	i	i

Single records, as listed above. Values in the order: HDAC3 inh, TRPC6 act, TMEM16A act, RGS4 act, SKKanGAS inh, MrgX1 agonist, TRPC6 inhibitor, MrgX1 PAM, RGS4 block, MrgX1 antag, ANO1 block
CC(C)(C)C(=O)N1CCN(c2ccc(NC(=O)c3ccc4c(c3)OCCO4)cc2)CC1 is listed as -0.6, i, i, i, -1.1, i, i, i, i, i, i
O=C(O)CSCC(=O)NC1CCCc2ccccc21 (stereo unspecified) is listed as -1.3, i, i, i, -7.4, i, i, i, i, i, i

The list continues:
SMILES	HDAC3 inh	TRPC6 act	TMEM16A act	RGS4 act	SKKanGAS inh	MrgX1 agonist	TRPC6 inhibitor	MrgX1 PAM	RGS4 block	MrgX1 antag	ANO1 block
COc1ccc(C(CNC(=O)c2ccc(S(=O)(=O)N(C)C)cc2)N2CCCCC2)cc1 (stereo unspecified)	5.4	i	i	i	-1.4	i	i	i	i	i	i
O=C(c1c(Cl)nc2sccn12)N(C(=O)c1c(Cl)nc2sccn12)c1ccc(Cl)cn1	1.5	i	i	i	-5.6	i	i	i	i	i	i
O=C(CNC(=O)c1ccco1)OCc1cccc(Cl)c1	0.6	i	i	i	25.5	i	i	i	i	i	i
Cc1ccc2c(C(=O)CN3CCN(c4ccccc4)CC3)c(C)[nH]c2c1	4.4	i	i	i	11.6	i	i	i	i	-7.25*	i
C=C(C)Cn1c(N(CCO)Cc2ccccc2)nc2c1c(=O)[nH]c(=O)n2C	7.3	i	i	i	-16.1	i	i	i	i	i	i
CC1CCc2c(c3ccccc3[nH]c2=O)O1 (stereo unspecified)	2.8	i	i	i	-1.1	i	i	i	i	i	i
Cc1cc(=O)n2nc(N3CCCC(C(=O)N4CCN(c5ccccc5)CC4)C3)sc2n1 (stereo unspecified)	0.6	i	i	i	-0.3	i	i	i	i	i	i
Cc1ccc(N(C(C)C(=O)Nc2ccc(S(=O)(=O)N3CCOCC3)cc2)S(C)(=O)=O)cc1 (stereo unspecified)	-3.5	i	i	i	-5.6	i	i	i	i	i	i
CCN1C(=O)CC2(C[N+]3(C)CCC2CC3)C1=O (stereo unspecified)	-4.0	i	i	-7.16*	3.1	i	i	i	i	i	i
C/C(=N/NC(=O)CNC(=O)c1cccnc1)c1ccccc1	2.5	i	i	i	-3.7	i	i	i	i	i	i
O=C(O)c1cccc(NS(=O)(=O)/C=C/c2ccccc2)c1	1.5	i	i	i	1.3	i	i	i	i	i	i
CCOC(=O)N1CCC(N2CCN(S(=O)(=O)c3ccc(Cl)cc3)CC2)CC1	-1.8	i	i	i	-6.1	i	i	i	i	i	i
CC(C)(C)CN1C(N)=NC[C@H]1Cc1ccc(O)cc1	0.2	i	i	i	0.5	i	i	i	i	i	i
N#CCc1cc2ccc3cccc4ccc(c1)c2c34	-1.7	i	i	i	-9.7	i	i	i	i	i	i
CCN(CC)S(=O)(=O)c1cccc(-c2nn(-c3ccccc3)cc2/C=C(\C#N)C(=O)NCc2ccco2)c1	10.1	i	i	i	5.2	i	i	i	i	i	i
Cc1ccc(CS(=O)(=O)CCC(=O)NCCN2CCCCC2C)cc1 (stereo unspecified)	3.9	i	i	i	-2.2	i	i	i	i	i	i
Cc1ccc(S(=O)(=O)Nc2c(C)nc3nc[nH]n3c2=O)c(C)c1	-2.1	i	i	i	-7.2	i	i	i	i	i	i
COCC1CCN(C(=O)c2ccc(OC)c(OC3CCN(C(C)C)CC3)c2)CC1	-2.5	i	i	i	4.6	i	i	i	i	i	i
CC(C)c1ncc(S(=O)(=O)c2ccc(C(F)(F)F)cn2)c(N)n1	-2.6	i	i	i	1.4	i	i	i	i	i	i
Cc1ccccc1OCCn1cnc2cc([N+](=O)[O-])ccc2c1=O	1.4	i	i	i	7.0	i	i	i	i	i	i
Cc1nc2ccccc2c(=O)n1/N=C/c1ccc(O)cc1O	6.2	i	i	i	3.1	i	i	i	i	i	i
Cc1cc(C)nc(Oc2ccc(Br)cc2)n1	-4.0	i	i	i	-1.3	i	i	i	i	i	i
CCC(=O)Nc1ccccc1C(=O)N1CCN(Cc2ccccc2)CC1	-3.3	i	i	i	-0.2	i	i	i	i	i	i
CC1CCCCC1NC(=O)C(=O)NCC1CCCO1 (stereo unspecified)	4.4	i	i	i	-4.3	i	i	i	i	i	i
CCOCCCN(C(=O)c1snc(C(N)=O)c1N)C(C(=O)NCCC(C)C)c1ccc(Cl)cc1 (stereo unspecified)	-6.8	i	i	i	-2.6	i	i	i	i	i	i
O=C(NCCCN1CCCC1=O)Nc1ccc(Cl)cc1Cl	4.9	i	i	i	4.5	i	i	i	i	i	i
CCC(C)(C)C(=O)O[C@H]1C[C@@H](C)C=C2C=C[C@H](C)[C@H](CC[C@@H]3C[C@@H](O)CC(=O)O3)[C@H]21	7.7	i	i	i	-0.5	i	i	i	i	i	i
CCCNC1=C(N(C(C)=O)c2cccc(F)c2)C(=O)c2ccccc2C1=O	3.8	i	i	i	11.7	i	i	i	i	i	i
CC(/C=N/NC(=O)Cc1cccn1C)=C\c1ccccc1	9.9	i	i	i	-0.2	i	i	11.8*	i	i	i
O=C(CCCN1C(=O)CSc2ncccc21)N1CCN(Cc2ccccc2)CC1	-5.8	i	i	i	-1.9	i	i	i	i	i	i

High-throughput results: PubChem BioAssay, several laboratories
